PhoP GFP inhibition = PhoP regulon inhibitors, Salmonella typhi PhoP promoter GFP reporter, confirmatory (AID 1850) | 310,000 compounds, 0.33% hits | inhibition, % at 50 µM; hits with a dose series show IC50 in µM | Salmonella Typhi PhoP-promoter GFP reporter, fluorescence, 4 h; higher % means a stronger effect; in the data active = a potency from the dose series; inconclusive = inhibition mostly from about 25% at the one dose, without a potency; inactive = the rest, 99 in 100 with inhibition below about 19%;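 also: 0% = induced wells with vehicle and 100% = uninduced wells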
H1N1 NS1A inhibition = H1N1 influenza NS1A inhibitors, functional cell based assay (AID 504329); NS1A functional cell-based assay, percent inhibition; higher % means a stronger effect; one-dose inhibition, % at 12.5 µM; IC50 in µM for titrated hits; 340,000 compounds, 0.3% hits; in the data active = a potency from the dose series; inconclusive = inhibition above about 27% without an active follow-up result; also: strong numbers were not always called active
M. tuberculosis HTS = M. tuberculosis growth inhibition, HTS (AID 449762) | inhibition, % at 25 µM; hits with a dose series show IC50 in µM | M. tuberculosis H37Rv growth inhibition, 7H9 media; higher % means a stronger effect | 330,000 compounds, 0.59% hits; in the data active = a potency from the dose series; inconclusive = inhibition above about 70% without an active follow-up result;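 also: bacterial growth assessed after seven days of incubation; strong numbers were not always called active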
M. tuberculosis = growth inhibition of non-replicating M. tuberculosis (AID 488890). Mycobacterium tuberculosis non-replicating, growth inhibition; higher % means a stronger effect. inhibition, % at 25 µM, or IC50 in µM where a hit was titrated. 320,000 compounds, 0.39% hits; in the data active = a potency from the dose series; inconclusive = inhibition mostly from about 82% at the one dose, without a potency; inactive = the rest, 99 in 100 with inhibition below about 76%;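 also: plate controls were DMSO cells for no effect and high antibiotic wells for full effect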
inhibitors of VEEV = inhibitors of VEEV TC-83 cytopathic effect, confirmation, Vero cells (AID 588727); Vero cells, VEEV TC-83 cytopathic effect inhibition; higher % means a stronger effect; inhibition, % at 20 µM; hits with a dose series show IC50 in µM; 350,000 compounds, 0.13% hits; in the data active = a potency from the dose series; inconclusive = inhibition mostly from about 14% at the one dose, without a potency; inactive = the rest, 99 in 100 with inhibition below about 12%; also: strong numbers were not always called active
inhibitors of VEEV 10K pilot screen = second read-out of inhibitors of VEEV, no call of its own (marks repeat the call); inhibition, %; measured here: 10K pilot screen inhibition
* hit, by the source's call; i = inactive; u = inconclusive; x = no result given; & = joins results of further samples.

SMILES	PhoP GFP inhibition	H1N1 NS1A inhibition	M. tuberculosis HTS	M. tuberculosis	inhibitors of VEEV	others
N#Cc1cccc(NC(=O)Cn2cnc(S(=O)(=O)N3CCOCC3)c2)c1	3%	-6%	4%	13%	2.1%
CN1CCN(NC(=O)Nc2ccc([N+](=O)[O-])cc2)CC1	3%	-6%	-6%	4%	1.6%
O=C(Nc1ccc(S(=O)(=O)NCc2ccco2)cc1)C1CCCCC1	-38%	-9%	6%	11%	1.7%
Cc1ccc(OCC(=O)N(Cc2cccs2)C2CCS(=O)(=O)C2)cc1 (centres undefined)	1%	-5%	-2%	2%	1.2%
CCS(=O)(=O)N1CCN(C(=O)CC(C)C)CC1	-4%	4%	-3%	-1%	0.7%
COC(=O)/C=C1/C(=O)N/C(=N\c2nc(C)cc(C)n2)N1c1ccc(OC)cc1	2%	0%	3%	-13%	i
CN1CCN(CCCNC(=O)c2nnc(Cc3c(F)cccc3Cl)o2)CC1	6%	3%	4%	5%	1.6%
COC1=CC(=O)C=C(OC)C1(O)CC(C)=O	x	3%	x	x	i
O=C(NCc1ccco1)C1(S(=O)(=O)c2ccccc2)CC=CC1	-1%	2%	6%	-3%	0.4%
O=C(Cc1cccs1)Nc1ccccc1	-1%	-8%	0%	3%	i
COCCCNCCOCCOc1ccc(C)cc1Br	-2%	-5%	-16%	30%	0.1%
NS(=O)(=O)c1cc(C(=O)OCC(=O)NNC(=O)c2ccccc2)ccc1Cl	6%	-15%	6%	-10%	7.1%
Oc1ccc(-c2nc(-c3ccc(O)c(O)c3)cs2)cc1	-4%	5%	5%	6%	i
COc1cc(/C=C/C(=O)NCc2ccccn2)cc(OC)c1OC	-3%	-8%	47%	3%	0.7%
Cc1cccc(OCC(=O)N2CCc3ccccc3C2)c1	-2%	3%	0%	u	0.8%
Clc1ccccc1CSc1nnc(/C=C/c2ccccc2)o1	4%	0%	-4%	35%	2.6%
COc1ccccc1/C=C/C=N/n1c(C)nnc1C	5%	-8%	7%	-3%	1.3%
CC(C)CCCN1C(N(C)C)=NC[C@@H]1C	-7%	10%	2%	-9%	0.4%
CCNc1c(NS(=O)(=O)c2ccc(Cl)s2)c(=O)oc2ccccc12	-9%	11%	6%	-7%	2.1%
Cc1ccc(N2C(=O)CC(Sc3nc(C)cc(C)n3)C2=O)cc1 (centres undefined)	2%	11%	-6%	u	i
CCC(c1nnnn1Cc1ccc(F)cc1)N(CCCO)Cc1cc2cc3c(cc2[nH]c1=O)OCO3 (centres undefined)	-6%&10%	-2%	0%	13%	3.3%
Cc1ccc(C)c(S(=O)(=O)N2CCN(C(=O)c3ccnn3C)CC2)c1	-3%	-5%	5%	5%	2.2%
COc1ccc(-c2csc(NNC3=NCCCCC3)n2)cc1	9%	x	18%	51%	x
c1ccc2c(c1)CCCN2Cc1nnnn1CC1CCCO1 (centres undefined)	-16%	0%	-2%	14%	2.5%
COc1ccc(Cl)cc1Nc1nc(-c2sc(NC(=O)C(C)(C)C)nc2C)cs1	-6%	-10%	11%	15%	8.5%
CCn1ccnc1CN(C)Cc1nc(Cc2cccc(C(F)(F)F)c2)no1	-3%	5%	-5%	44%	7.3%
CC1CN(c2ccc([N+](=O)[O-])cc2C(=O)N2CCOCC2)CC(C)N1 (centres undefined)	2%	-5%	-1%	-12%	i
O=C(Cc1cccs1)N=Nc1c(O)[nH]c2ccccc12	8%	-6%	-2%	1%	3.5%
Cc1n[nH]c(=O)n1-c1ccc(OC(F)(F)F)cc1	6%	0%	-7%	-13%	0.8%
Cc1ccc(-c2nn3c(C)nnc3c3ccccc23)cc1S(=O)(=O)NC(C)c1ccccc1 (centres undefined)	-1%	-18%	0%	12%	5.9%
COCCn1c(=O)[nH]c2cc(C(=O)N3CCN(c4ccccc4OC)CC3)ccc2c1=O	-11%	1%	-6%	29%	1.0%
Cc1ccc(CNC(=O)Nc2ccc(C)cc2)cc1	-8%	-1%	13%	24%	1.9%
N#C/C(=C\c1ccccc1)C(=O)Nc1nncs1	17%	-8%	1%	-8%	3.9%
O=C(c1ccc(CS(=O)(=O)c2ccc(Br)cc2)o1)N1CCN(c2ccc(F)cc2)CC1	4%	-2%	-2%	-7%	1.5%
COC(=O)c1cccc(NC(=S)NCc2ccc(F)cc2)c1	0%	5%	-3%	u	2.3%
Cc1ccc(CNC(=O)CCSCCC(=O)NCc2ccc(C)cc2)cc1	2%	-6%	-4%	17%	1.1%	inhibitors of VEEV 10K pilot screen=0.9
O=C1C2C3c4ccccc4C(c4ccccc43)C2C(=O)N1Cc1ccccn1 (centres undefined)	5%	-3%	3%	10%	0.2%
COc1cccc(C(=O)NCCS(=O)(=O)N(C)Cc2ccccc2)c1	2%	-20%	-13%	-7%	0.5%
O=C(Cn1cc(C(F)(F)F)cc(Cl)c1=O)Nc1cc(Cl)cc(Cl)c1	-4%	2%	-1%	8%	0.7%
COc1ccccc1NC(=S)NC(NC(=O)C(C)C)C(Cl)(Cl)Cl (centres undefined)	-5%	-10%	3%	-7%	0.3%
O=c1c(Cl)c(Cl)cnn1-c1ccccc1	x	-8%	x	x	12%
CCOC(=O)CCCNC(=O)COC(=O)c1cccc(C)c1O	-10%	6%	2%	x	i	inhibitors of VEEV 10K pilot screen=0.6
CCN(C(=O)CCNC(=O)Cn1cnc2ccccc2c1=O)c1cccc(Cl)c1	8%	9%	3%	-5%	0.2%
CCC(=O)N(CC)c1nc(-c2cc(OC)ccc2OC)cs1	1%	-5%	5%	-5%	0.4%
Cc1cc(C(=O)NC(C)C)on1	-1%	7%	-5%	-1%	i
COc1cccc(CNC(=O)Cc2ccc(-n3c(=O)[nH]c4ccccc4c3=O)cc2)c1	3%	-7%	3%	-10%	0.8%
C[C@H]1COC(=O)[C@@H](Cc2ccc(F)cc2)CC/C=C/C[C@H](CC(=O)N(CCO)Cc2ccccc2)C(=O)N1	x	4%	-1%	17%	i
Cc1cc(C)c2c(n1)nn1c(NCCCN3CCOCC3)cc(C)nc21	x	-1%	x	x	i	inhibitors of VEEV 10K pilot screen=0.0
CC(C)(C)c1ccccc1OCCN1CCCC1	4%	7%	5%	6%	1.1%
CC(C)CSc1nc2c(c(=O)[nH]c(=O)n2C)n1CC(O)COc1cccc2ccccc12 (centres undefined)	x	-5%	x	x	6.9%
COC(=O)CC1=C(C(=O)OC)[C@@H](c2ccccc2[N+](=O)[O-])C(C#N)=C(N)O1	-3%	-3%	-7%	1%	11%
CC(=O)Nc1cccc(S(C)(=O)=O)c1	-5%	-2%	-4%	-8%	0.4%
CC(C)CN(C(=O)CCC(=O)OCC(=O)NCCc1ccccc1)c1c(N)n(CC(C)C)c(=O)[nH]c1=O	-7%	-5%	-15%	4%	0.6%
COc1ccccc1N(CC(O)COc1ccccc1)S(=O)(=O)c1ccccc1 (centres undefined)	-1%	-5%	-2%	5%	i
Cc1cccc(NC(=O)CN(CC2CCCO2)C(=O)c2oc3ccc(F)cc3c2C)c1C (centres undefined)	x	-8%	3%	27%	6.5%
CCOC(=O)C1(Cc2cccc(F)c2)CCN(Cc2cn(CC)nc2C)CC1	6%	0%	2%	8%	0.6%	inhibitors of VEEV 10K pilot screen=0.2
CC(=O)NS(=O)(=O)c1ccc(NC(=O)c2cc(-c3cccs3)nc3ccccc23)cc1	-2%	-13%	7%	28%	0.9%
COc1ccc(/C(O)=C2/C(=O)C(=O)N(CCN(C)C)C2c2ccccn2)cc1OC (centres undefined)	-2%	-14%	-14%	-9%	i
CCOc1ccc(CNC(=O)CCCc2cn(C)c3ccccc23)cc1	1%	25%	4%	26%	0.7%
CCOC(=O)N1CCN(C(=O)c2cc(COc3ccc(Cl)cc3OC)on2)CC1	7%	-4%	3%	23%	3.0%

(cont.)
SMILES	PhoP GFP inhibition	H1N1 NS1A inhibition	M. tuberculosis HTS	M. tuberculosis	inhibitors of VEEV	others
NC(=O)c1cc(Br)cc(C2CCCCC2)c1O	2%	0%	6%	-1%	1.5%
Cc1cccc(NC(=O)Cn2c(=O)n(CCC(=O)NC3CCCC3)c(=O)c3ccccc32)c1	4%	2%	-4%	-8%	i
C[C@H](CO)N1C[C@H](C)[C@@H](CN(C)C(=O)Nc2ccccc2)Oc2c(NC(=O)Nc3ccc4c(c3)OCO4)cccc2C1=O	x	-6%	5%	8%	7.2%
CCC(=O)N1c2ccc(S(=O)(=O)NCCc3ccc(OC)c(OC)c3)cc2CC1C (centres undefined)	-20%	8%	8%	15%	i
CCc1nnc(NC(=O)CSC(=S)N2CCOCC2)s1	-7%	-9%	-7%	-7%	1.9%
O=C(CCN1C(=O)C2C3CCC(C3)C2C1=O)Nc1ccc(Br)cc1 (centres undefined)	-19%	-6%	-8%	-8%	i
O=C(Nc1ccc(Nc2ccncc2)cc1)c1ccc(Nc2ccnc3ccc([N+](=O)[O-])cc23)cc1	x	-59%	x	x	i
Cc1ccc2oc(=O)ccc2c1	x	-16%	x	x	i
COc1ccc(C(=O)NNC(=S)NC(=O)c2ccc(Cl)cc2)cc1	5%	x	u	u	5.5%
CCc1ccc(NC(=O)NCCN2CCN(c3ccc(OC)cc3)CC2)cc1	-22%	21%	9%	u	0.3%
CCN(CC)S(=O)(=O)c1ccc(N2CCCCC2)c(NC(=O)c2ccncc2)c1	-2%	0%	6%	21%	1.1%
Cc1ccc(N2C(=O)/C(=C/N3CCN(C(=O)c4ccco4)CC3)C(=O)NC2=S)cc1C	7%	6%	-4%	9%	0.4%	inhibitors of VEEV 10K pilot screen=0.3

14 entries out of the list, sorted by heavy-atom count, falling:
SMILES	PhoP GFP inhibition	H1N1 NS1A inhibition	M. tuberculosis HTS	M. tuberculosis	inhibitors of VEEV	others
C[C@H](CO)N1C[C@H](C)[C@@H](CN(C)C(=O)Nc2ccccc2)Oc2c(NC(=O)Nc3ccc4c(c3)OCO4)cccc2C1=O	x	-6%	5%	8%	7.2%
COCCn1c(=O)[nH]c2cc(C(=O)N3CCN(c4ccccc4OC)CC3)ccc2c1=O	-11%	1%	-6%	29%	1.0%
O=C(c1ccc(CS(=O)(=O)c2ccc(Br)cc2)o1)N1CCN(c2ccc(F)cc2)CC1	4%	-2%	-2%	-7%	1.5%
COC(=O)/C=C1/C(=O)N/C(=N\c2nc(C)cc(C)n2)N1c1ccc(OC)cc1	2%	0%	3%	-13%	i
CCn1ccnc1CN(C)Cc1nc(Cc2cccc(C(F)(F)F)c2)no1	-3%	5%	-5%	44%	7.3%
COc1cccc(C(=O)NCCS(=O)(=O)N(C)Cc2ccccc2)c1	2%	-20%	-13%	-7%	0.5%
CCNc1c(NS(=O)(=O)c2ccc(Cl)s2)c(=O)oc2ccccc12	-9%	11%	6%	-7%	2.1%
Cc1ccc(N2C(=O)CC(Sc3nc(C)cc(C)n3)C2=O)cc1 (centres undefined)	2%	11%	-6%	u	i
Clc1ccccc1CSc1nnc(/C=C/c2ccccc2)o1	4%	0%	-4%	35%	2.6%
Cc1cccc(OCC(=O)N2CCc3ccccc3C2)c1	-2%	3%	0%	u	0.8%
Cc1ccc(CNC(=O)Nc2ccc(C)cc2)cc1	-8%	-1%	13%	24%	1.9%
CC(C)(C)c1ccccc1OCCN1CCCC1	4%	7%	5%	6%	1.1%
COC1=CC(=O)C=C(OC)C1(O)CC(C)=O	x	3%	x	x	i
CC(C)CCCN1C(N(C)C)=NC[C@@H]1C	-7%	10%	2%	-9%	0.4%

More entries.
SMILES	PhoP GFP inhibition	H1N1 NS1A inhibition	M. tuberculosis HTS	M. tuberculosis	inhibitors of VEEV	others
CC(C(=O)N1CCCC1)N1CCN(S(=O)(=O)c2ccc(C(C)(C)C)cc2)CC1 (centres undefined)	x	1%	-3%	-5%	0.1%
CCNC(=O)N(C)C[C@H]1N[C@@](Cc2ccccc2)(C(=O)OC)[C@H]2C(=O)N(C)C(=O)[C@@H]12	x	-6%	3%	1%	0.4%
CC[C@]12c3[nH]c4ccc(Cl)cc4c3CCN1C(=O)[C@@H](CC(=O)NCCc1ccccn1)C[C@@H]2C(=O)N1CCN(C(=O)c2ccco2)CC1	x	7%	x	x	0.2%
COc1ccc(NC(=O)CSc2sc3c(O)cc(=O)[nH]c3c2C#N)c(OC)c1	-5%	2%	4%	18%	0.5%
Cc1ccc(C)c(C(=O)Cn2ncc(Cl)c(Cl)c2=O)c1	9%	1%	u	u	7.8%
CC(C)=C1C2CCC1C1C(=O)N(NC(=O)COc3ccc(Cl)c(C)c3)C(=O)C21 (centres undefined)	2%	3%	-2%	32%	i
O=c1/c(=C/c2ccccc2)sc2nnc(-c3cccs3)n12	5%	x	-2%	34%	2.8%
